proCasp7 act: counter-screen for procaspase-3 activators: activators of human procaspase-7 | P55210 | recombinant procaspase-7, Ac-DEVD-pNA absorbance 405 nm; D23A/D198A/D206A triple mutant, cannot self-cleave; scale: DMSO 0, 5 µM enzyme 100 | activation, % at 8.5 µM | 330,000 compounds, 0.093% hits | AID 463210;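 active = percent activation above the screen-wide mean plus 3 SD, cut at about 25% in these data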
Target sequence (P55210 whole entry D23A/D198A/D206A): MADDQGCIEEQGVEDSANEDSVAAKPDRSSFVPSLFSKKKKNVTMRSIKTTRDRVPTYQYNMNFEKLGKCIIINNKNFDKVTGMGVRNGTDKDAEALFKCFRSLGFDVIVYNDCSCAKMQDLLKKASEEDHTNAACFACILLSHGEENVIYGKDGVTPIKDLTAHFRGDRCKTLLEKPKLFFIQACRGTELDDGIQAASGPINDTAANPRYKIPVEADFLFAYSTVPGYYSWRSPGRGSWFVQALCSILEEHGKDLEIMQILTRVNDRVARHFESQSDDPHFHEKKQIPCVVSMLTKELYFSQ
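Assay system – Uncleavable procaspase-7 mutant enzyme · Quantity – 2 µM procaspase-7 mutant as dispensed · Times – 1 h preincubation, 2 h reaction · Dosing – single nominal 8.5 µM compound dose, 0.8% DMSO final · Buffer or medium – Zinc-free 50 mM HEPES buffer, pH 7.4, with NaCl and Triton X-100 · Detection – Epi-absorbance of released pNA at 405 nm, two timepoints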
proCasp3 act: activates human procaspase-3; P42574; recombinant procaspase-3 D3A, Ac-DEVD-pNA absorbance 405 nm; activation, % at 8.5 µM; 330,000 compounds, 0.11% hits; AID 463141;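 active = activation above the mean of all tested compounds plus 3 SD, cut at about 21% in these data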;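 also: 0% = DMSO alone and 100% = DMSO wells spiked with extra 5 µM PC-3 D3A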
Target sequence (P42574 whole entry D9A/D28A/D175A): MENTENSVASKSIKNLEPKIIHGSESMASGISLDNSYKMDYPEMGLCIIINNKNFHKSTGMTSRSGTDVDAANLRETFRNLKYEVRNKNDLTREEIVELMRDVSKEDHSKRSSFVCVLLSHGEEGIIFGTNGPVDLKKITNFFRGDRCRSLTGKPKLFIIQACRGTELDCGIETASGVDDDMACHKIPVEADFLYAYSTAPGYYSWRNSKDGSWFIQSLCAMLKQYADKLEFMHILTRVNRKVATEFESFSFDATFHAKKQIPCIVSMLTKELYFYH
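Technique: 405 nm absorbance of p-nitroaniline, reads at 0 and 120 min; Test system: Procaspase-3 D3A mutant; Incubation: 1 h enzyme-compound preincubation, then 2 h substrate reaction, 25 °C; Repeats: singlicate, each compound tested once; Benchmarks: low control DMSO wells, high control DMSO plus 5 µM PC-3 D3A.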
TPT1 inh: blocks Candida albicans tRNA 2'-phosphotransferase | recombinant caTPT1, FP RNA substrate dephosphorylation | inhibition, % at 5 µM | 300,000 compounds, 0.81% hits;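 active = inhibition above the mean of all tested compounds plus 3 SD, set per screening campaign, cut at about 24% in these data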;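 also: plate controls were DMSO alone for no effect and ferristatin control at 100 nM for full effect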
PP5 primary: inhibitors of human protein phosphatase 5 (PP5). inhibition, % at 6.7 µM. 320,000 compounds, 0.18% hits. P53041. purified PP5c, OMFP substrate fluorescence. AID 1987;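 active = inhibition above the campaign's mean inhibition across all tested compounds plus 3 SD, cut at about 9.5% in these data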;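 also: 0% = DMSO only and 100% = 100 µM cantharidin control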
Target sequence (P53041 whole entry, looked up): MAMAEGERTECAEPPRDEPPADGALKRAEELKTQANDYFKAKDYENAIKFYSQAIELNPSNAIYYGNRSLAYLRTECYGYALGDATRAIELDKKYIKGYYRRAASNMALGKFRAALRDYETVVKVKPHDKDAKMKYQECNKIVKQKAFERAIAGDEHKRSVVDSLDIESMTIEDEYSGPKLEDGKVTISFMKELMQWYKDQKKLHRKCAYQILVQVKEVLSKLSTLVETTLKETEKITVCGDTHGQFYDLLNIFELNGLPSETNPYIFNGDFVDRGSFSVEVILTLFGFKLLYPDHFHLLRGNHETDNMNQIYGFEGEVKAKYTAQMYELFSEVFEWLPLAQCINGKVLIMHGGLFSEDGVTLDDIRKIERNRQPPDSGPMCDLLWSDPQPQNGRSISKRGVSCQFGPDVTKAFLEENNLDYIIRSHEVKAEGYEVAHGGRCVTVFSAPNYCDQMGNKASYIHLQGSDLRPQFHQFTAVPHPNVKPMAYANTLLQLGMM
PP1 inh: blocks human PP1-alpha phosphatase, a PP5 counter-screen | P62136 | purified PP1alpha, OMFP fluorescence | inhibition, % at 6.7 µM | 320,000 compounds, 0.9% hits | AID 2235;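 active = inhibition above the mean inhibition of all tested compounds plus 3 SD, computed separately for each screening campaign, cut at about 15% in these data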
PAFAH2 FP inh: inhibitors of human PAFAH2; Q99487; recombinant PAFAH2, FP-rhodamine activity probe, fluorescence polarization; inhibition, % at 3.39 µM; 340,000 compounds, 0.99% hits; AID 492956;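 active = inhibition above the mean over all tested compounds plus 3 SD, cut at about 30% in these data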;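 also: inhibitors block probe labeling of enzyme so polarization drops; 0% = enzyme with DMSO and 100% = wells lacking PAFAH2 protein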
core dimer inh: HCV core protein dimerization inhibition; TR-FRET GST/Flag-core106 dimerization, 1536-well; inhibition, % at 5 µM; 300,000 compounds, 0.33% hits; AID 1899;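 active = inhibition above the mean of all tested compounds plus 3 SD, set per screening campaign, cut at about 45% in these data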
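Material: Tagged HCV core106 pair (GST and Flag) | Amount: GST-core106 13.5 nM, Flag-core106 17 nM | Medium: KF-containing HEPES buffer, pH 7.45, DTT, CHAPS, BSA | Reagent: Eu donor and XL665 acceptor anti-tag antibodies | Schedule: 4 h at 22.5 °C | Technique: Time-resolved FRET, ex 340 nm, em 617 and 671 nm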
AHR act: human AHR activation | AHR-responsive luciferase reporter cells, luminescence | 320,000 compounds, 2.5% hits | activation, % at 5 µM; in the data active = activation above about 47%;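 also: 0% = vehicle wells and 100% = reference agonist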
CTSL1 counter: cathepsin L1 inhibition, PFM18AAP counter-screen. recombinant F. hepatica cathepsin L1, Z-Leu-Arg-MCA fluorescence. inhibition, % at 5.96 µM. 300,000 compounds, 0.49% hits. AID 1906;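 active = inhibition above the mean of all tested compounds plus 3 SD, set per screening campaign, cut at about 17% in these data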;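 also: 0% = plate median of test compound wells and 100% = 1 µM Z-Phe-Ala-diazomethylketone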
* hit, by the source's call; . = no result given.

SMILES	proCasp7 act	proCasp3 act	TPT1 inh	PP5 primary	PP1 inh	PAFAH2 FP inh	core dimer inh	AHR act	CTSL1 counter
O=C(NCCOC(=O)c1ccc([N+](=O)[O-])cc1)c1cccnc1	-5	2	-4	0.5	-2	-1	8	-1	-2
Cc1cc(Cl)ccc1NC(=S)NCCc1ccc(Cl)cc1	-15	-4	-3	4.1	4	3	-3	-3	0
CCN(C(=O)c1ccc2c(=O)n3c(nc2c1)CCCCC3)c1ccccc1C	3	-5	2	1.9	5	9	2	3	-2
O=C(CSc1nc2c(sc3ccccc32)c(=O)n1CCO)NCC1CCCO1 (configuration not stated)	-5	17	-2	0.3	2	16	4	1	4
CCc1ccc(S(=O)(=O)Nc2ccc(C)c(NS(C)(=O)=O)c2)cc1	10	3	-2	1.8	-3	.	-2	-2	-4
COc1cccc(/C=C/c2ccc3cccc(O)c3n2)c1	-6	5	2	0.5	19*	1	3	83*	4
COc1ccc(CCNC(=O)C(=O)NCc2cccs2)cc1OC	7	4	1	0.5	-6	3	-2	0	6
CCc1ccccc1NC(=O)CSC1=C(C#N)C(c2ccc(O)c(OC)c2)C2=C(CCCC2=O)N1 (configuration not stated)	-6	6	-4	4.1	3	7	-1	-2	0
COc1cccc(CN(C)CC(O)COC(c2ccccc2)c2ccccc2C)c1 (configuration not stated)	1	0	-1	1.3	4	-19	1	-1	0
O=C(NCCO)/C(=C\c1ccc2c(c1)OCO2)NC(=O)c1ccc(Br)cc1	-4	-4	-2	-0.9	-2	4	3	-1	5
CCC1CCCCN1CCCNC(=O)c1nn(C)c2c1CS(=O)(=O)c1ccccc1-2 (configuration not stated)	-2	5	-1	-1.1	0	4	2	-2	3
N#Cc1c(SCC(=O)OCc2ccccc2)nsc1SCC(=O)OCc1ccccc1	7	-9	-3	1.0	7	7	2	5	2
CC(N)C12CC3CC(CC(O)(C3)C1)C2 (configuration not stated)	3	0	-1	2.9	0	7	-11	-7	-3
O=C(Cn1c(=O)oc2ccc(Cl)cc21)NC1CCCCC1	-3	-4	1	-0.4	9	2	3	1	4
CCN1CCN(C(=O)C(=O)c2cn(CC(=O)N3CCCC3)c3ccccc23)CC1	3	2	-3	5.4	0	5	-11	3	8
CCOC(=O)c1ccc(NC(=O)COc2ccc(CNCCO)cc2OCC)cc1	-1	-3	-4	0.9	0	0	-3	0	-5
COC(=O)c1cccc(NC(=O)c2ccc(OC)c(Cl)c2)c1	6	-1	-5	0.9	-3	-12	-3	-4	2
CC(C)(C)C(=O)Nc1ccccc1C(=O)NCCCn1ccnc1	-1	-1	-2	1.2	-5	8	-2	8	-3
CC1CCCCN1C(=O)Cn1cnc2c1c(=O)n(C)c(=O)n2C (configuration not stated)	14	3	1	-0.4	-4	2	5	20	9
Cc1ccc2nc(SCc3nc4cc(Cl)ccc4c(=O)[nH]3)[nH]c2c1	5	-2	6	0.7	1	-2	3	26	-1
N#CC1=C(N)Oc2cc3c(cc2C1c1ccc(Cl)cc1)OCO3 (configuration not stated)	-3	-4	2	5.6	1	-4	2	4	-5
NCc1cc2c3c(c1)CCCN3CCC2	2	-4	-3	-0.6	-2	5	-2	-1	-2
C/C(Cc1ccccc1)=N/NC(=O)CCCC(=O)N/N=C(/C)Cc1ccccc1	5	-1	0	-1.2	-5	0	10	9	1
CC(C)CC(=O)Nc1ccc(N2CCOCC2)cc1	7	-1	0	-2.7	2	-2	3	2	6
O=C(Oc1ccc(Br)cc1C(=S)N1CCOCC1)c1cccc([N+](=O)[O-])c1	-11	3	-2	2.6	2	8	-1	0	0
COc1ccc(NC(=O)COC(=O)Cc2ccc(Br)cc2)cc1	8	-1	-1	4.6	-3	-1	-6	-2	14
O=C(Nc1ccc(NC(=O)c2cccnc2)cc1)c1ccccc1	1	-5	4	-1.2	-5	10	0	-3	-3
COC(=O)C1CCN(C(=O)C2CCN(C(=O)[C@H](C)NS(=O)(=O)c3ccc(C)cc3)CC2)CC1	3	5	-3	-0.5	0	8	0	-1	1
CCOC(=O)c1nnn(-c2nonc2N)c1CN1CCCCCC1	-1	-4	-1	0.0	5	7	2	1	-1
O=C(c1cccc(-c2ccc(O)cc2)c1)N1CCOCC1	13	3	-8	1.5	-2	-1	1	9	-4

3 of the entries above in order of the proCasp3 act value, ascending:
molecule	proCasp3 act	TPT1 inh	PP5 primary	PAFAH2 FP inh	core dimer inh	AHR act
CC(C)(C)C(=O)Nc1ccccc1C(=O)NCCCn1ccnc1	-1	-2	1.2	8	-2	8
O=C(c1cccc(-c2ccc(O)cc2)c1)N1CCOCC1	3	-8	1.5	-1	1	9
COC(=O)C1CCN(C(=O)C2CCN(C(=O)[C@H](C)NS(=O)(=O)c3ccc(C)cc3)CC2)CC1	5	-3	-0.5	8	0	-1

Single records, from the list above. Order of values: proCasp7 act, proCasp3 act, TPT1 inh, PP5 primary, PP1 inh, PAFAH2 FP inh, core dimer inh, AHR act, CTSL1 counter
O=C(c1cccc(-c2ccc(O)cc2)c1)N1CCOCC1 is entered as 13, 3, -8, 1.5, -2, -1, 1, 9, -4
COc1ccc(NC(=O)COC(=O)Cc2ccc(Br)cc2)cc1 is entered as 8, -1, -1, 4.6, -3, -1, -6, -2, 14

(continued)
SMILES	proCasp7 act	proCasp3 act	TPT1 inh	PP5 primary	PP1 inh	PAFAH2 FP inh	core dimer inh	AHR act	CTSL1 counter
CCOc1ccc(CNC(=O)C(CC)n2nc(C)n3c(cc4occc43)c2=O)cc1OC (configuration not stated)	9	4	2	1.9	-3	6	1	-4	-4
CS(=O)(=O)N(CCc1ccccc1)CC(=O)NCc1cccnc1	0	-8	0	3.0	-4	1	-10	9	1
N#Cc1cnn2c(C(F)(F)F)c3c(nc12)CCCC3	7	0	0	-2.0	-4	1	1	3	2
CCc1nc(-c2ccc(OC)c(OC)c2)cc2cc(OC)c(OC)cc12	-8	6	0	3.7	1	1	3	24	1
N#Cc1cn(CC(=O)NCCc2c[nH]c3ccccc23)c2ccccc12	0	1	-3	4.0	-2	12	-2	7	-4
COc1cccc(CNC(=O)CCNC(=O)C2CCN(S(=O)(=O)c3ccc(F)cc3)CC2)c1	-1	3	2	-0.3	-4	-2	1	2	0
CC(C)OC(=O)CSc1nc(N)c(C#N)c(-c2cccs2)c1C#N	5	-9	-1	1.9	-1	14	11	14	-2
COc1cc(NC(=O)c2cccs2)c(C(=O)OCC(=O)NC(=O)NCc2ccccc2)cc1OC	-1	-6	-1	1.2	1	19	15	-5	2
CC(=NCCN1CCN(C(C)=C2C(=O)c3ccccc3C2=O)CC1)C1=C(O)CC(C)(C)CC1=O	6	5	4	1.5	-1	8	-5	6	4
O=C(NC1CCCc2ccccc21)C1CCC(CNc2c(N3CCOCC3)c(=O)c2=O)CC1 (configuration not stated)	7	-1	0	-1.8	-2	7	2	-2	-3
COc1cc(/C=N/N(C)C)cc(Br)c1O	-3	-1	4	1.4	10	-2	-10	2	-1
COc1ccc(N(CC(O)CN2CCOCC2)S(=O)(=O)c2ccc(C)cc2)cc1 (configuration not stated)	5	-2	0	1.6	-1	-7	0	0	1
COc1ccc(CCNc2ccc(C(CC(N)=O)NC(=O)c3ccc(Br)cc3)cc2[N+](=O)[O-])cc1 (configuration not stated)	2	-1	14	0.3	18*	-9	21	6	1
CC(C)(C)C(=O)Nc1ccnn1C1CCN(C(=O)c2ccc(Cl)cc2F)CC1	4	6	0	1.1	1	-5	-9	4	4
CC1=NN(c2ccccc2)C(=O)C1=C(C)C	-10	3	13	4.0	0	0	-1	4	-2
CC(C)(C)c1nc(SCC(=O)NC2CCCC2)c2ccccc2n1	-9	9	-3	1.2	3	-10	9	0	1
O=C(NC1CS(=O)(=O)CC1NCc1ccco1)c1ccccc1 (configuration not stated)	6	9	-2	-0.8	-4	2	-1	1	0
O=C(C1CCN(S(=O)(=O)c2cnc[nH]2)CC1)N1CCN(Cc2ccc3c(c2)OCO3)CC1	9	2	2	1.3	-6	1	-5	0	-4
CSCCC(NC(C)=O)C(=O)OCC(=O)N(c1ccccc1)c1ccccc1 (configuration not stated)	-7	2	0	1.7	0	1	-7	2	-8
C(#Cc1ccccc1)C[N+]1(CC#Cc2ccccc2)CCCC1	3	6	-4	-1.6	0	3	-5	-2	1
CCN(CC)CCN(C(=O)c1ccc2ccccc2c1)c1nc2cc3c(cc2s1)OCO3	4	4	-1	0.1	-1	3	-2	8	3
Cc1cc(C(=O)N/N=C/c2ccc[nH]2)n[nH]1	-5	0	-1	-2.7	3	-16	-9	23	3
COc1ccc(CCNC(=O)CSc2ccsc2[N+](=O)[O-])cc1OC	-2	10	0	-1.4	-5	7	15	3	0
Cc1ccc(-n2c(SCC(=O)NCc3ccco3)nc3c([nH]c4ccccc43)c2=O)cc1	-7	15	-2	-0.2	3	15	15	20	1
CC(=O)Nc1ccc(C(=O)COC(=O)CCS(=O)(=O)c2ccccc2)cc1	3	-5	1	-1.2	-9	-2	-1	4	-61
COc1ccccc1CNC(=O)CSCc1cnn(-c2ccccc2)c1-n1cccc1	11	2	3	3.0	2	0	-3	0	1
CCc1cc(Cn2nc(C(=O)O)cc2-c2ccccc2)on1	-16	5	0	3.0	-2	13	4	2	-1
CN1/C(=C\C(=S)NC(=O)c2ccccc2Cl)C(C)(C)c2ccccc21	-41	-28	14	5.6	4	-15	-15	20	10
O=C1c2ccccc2C(=O)N1Cc1cc(Cl)c(O)c([N+](=O)[O-])c1	-2	-9	-3	1.4	3	4	-6	4	-3
CCC(=O)N/C(=N\OCc1ccc(F)cc1)c1nonc1NC(=O)CC	3	4	-1	4.4	-3	-6	9	-18	-2
Cc1ccc(S(=O)(=O)N2[C@@H](c3ccc4c(c3)OCO4)C(C(=O)O)=C[C@H]2CC2CCCC2)cc1	2	-4	.	.	.	9	.	2	.
N/C(=N\N=C\c1ccc(O)c(O)c1)c1nonc1N	4	1	1	3.3	0	8	-11	0	2
O=C(O)c1ccccc1-c1ncc(-c2ccccc2)o1	1	-1	-2	1.9	1	-3	3	2	-1
CCS(=O)(=O)n1nc(-c2ccccc2)cc1N	-6	13	-2	1.7	-1	7	13	8	4
COCCNC(=O)C1CCN(S(=O)(=O)c2c(C)noc2/C=C/c2cccs2)CC1	4	0	-5	-0.6	-5	-2	2	0	2
CCOC(=O)c1ccc(N=C2S/C(=C\c3cc(C)n(-c4cccnc4)c3C)C(=O)N2C)cc1	13	-3	-1	3.1	2	0	2	1	-4
O=C(COc1ccc(S(=O)(=O)N2CCOCC2)cc1Cl)NCc1ccccn1	-12	1	-3	5.5	3	-13	-11	-1	-3
Cc1ccc(CN2CCN(C(=O)C3CCCO3)CC2)cc1 (configuration not stated)	-8	7	-1	-2.0	0	3	2	0	4
CCSCCOC(=O)C1=C(C)NC(=O)NC1c1cccc(OC)c1OC (configuration not stated)	0	-15	0	1.2	3	3	12	0	0
COC(=O)c1ccc(NC(=O)CSc2ccccn2)cc1	-2	0	-2	0.0	-2	-8	-2	-3	-3

Screening data as filed in PubChem BioAssay.
